Screens: PubChem, several laboratories
NSD2 inh: NSD2 histone methyltransferase inhibitors, primary screen, biochemical, AlphaScreen, single concentration, set 2. NSD2 peptide methylation, 120 min. 310,000 compounds, 0.54% hits. inhibition, % at 12.5 µM. Histone-lysine N-methyltransferase NSD2 (Homo sapiens), O96028; in the data active = inhibition above about 50%
PvdQ inh: P. aeruginosa PvdQ acylase inhibitors, primary screen, biochemical, fluorescence, plate reader and imaging, single point; PvdQ acylase [Pseudomonas aeruginosa LESB58]; purified PvdQ acylase; inhibition, % at 10 µM; 340,000 compounds, 0.063% hits; AID 488965, 2010; in the data active = inhibition above about 30%, passing the limit was not always enough;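 also: 0% = vehicle neutral wells and 100% = reference inhibitor wells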
Arrestin-AP2 inh: inhibitors of beta-arrestin/AP2 binding, primary screen, biochemical, GPCR trafficking, flow cytometry; beta-arrestin 1 C-terminal peptide binding to AP2 beta2-adaptin appendage (human); FITC-arrestin peptide / GST-AP2 beads; AP2 beta2 appendage carries R879A mutation; inhibition, % at 10 µM; 340,000 compounds, 0.31% hits;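 active = inhibition above a set limit, near 3 SD of compounds lacking own fluorescence, cut at about 54% in these data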;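 also: plate controls were DMSO wells for no effect and 5 µM unlabelled arrestin peptide for full effect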
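System: GST-tagged AP2 beta2-adaptin appendage (R879A) on 4 µm glutathione beads / Reagent: FITC-arrestin peptide, 50 nM / Detection: HyperCyt-sampled flow cytometry, FL1 channel, ex 488/em 535 nm / Timing: 12 min plus 1 h, RT / Buffer or medium: PBS plus Tween 20 (0.05%) and BSA (0.1%)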
SR-BI uptake up: activators of SR-BI mediated DiI-HDL uptake, primary screen, ldlA[mSR-BI] CHO cells, DiI fluorescence; activation, % at 12.5 µM; 3 h; 100 = double the neutral-control signal; AID 504775, 2011; 320,000 compounds, 0.096% hits;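 active = mean replicate activation of at least 60% and every replicate at or above 60%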;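 also: 0% = median plate neutral-control signal and 100% = twice that signal; values of inactives mirror those of a sister screen read the other way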
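System: CHO ldlA[mSR-BI] cells / Medium: HEPES-buffered (25 mM, pH 7.4) F12 plus 0.5% BSA / Probe or stimulus: labelled HDL, 10 µg/mL / Doses: single compound concentration, delivered by pin transfer / Schedule: 3 h, 37 °C / Measured by: DiI fluorescence, bottom read / Measure: cell-associated DiI fluorescence as measure of HDL uptake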
PKA-R2B act: activators of PKA-R2B holoenzyme, primary screen, biochemical, fluorescence polarization, Cy5-IP20, human; activation, % at 11.4 µM; AID 504700, 2011; PKA-R2B holoenzyme dissociation; R2B truncated from residue 108, S112A mutant; 0% DMSO only, 100% 113 µM cGMP; 340,000 compounds, 0.079% hits;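 active = activation above a cutoff set at the mean over all compounds plus 3 SD, cut at about 18% in these data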;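 also: higher means more holoenzyme dissociation and a rise in polarization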
Target sequence (P31323 whole entry, looked up, other chains not shown, the tested form may be a part): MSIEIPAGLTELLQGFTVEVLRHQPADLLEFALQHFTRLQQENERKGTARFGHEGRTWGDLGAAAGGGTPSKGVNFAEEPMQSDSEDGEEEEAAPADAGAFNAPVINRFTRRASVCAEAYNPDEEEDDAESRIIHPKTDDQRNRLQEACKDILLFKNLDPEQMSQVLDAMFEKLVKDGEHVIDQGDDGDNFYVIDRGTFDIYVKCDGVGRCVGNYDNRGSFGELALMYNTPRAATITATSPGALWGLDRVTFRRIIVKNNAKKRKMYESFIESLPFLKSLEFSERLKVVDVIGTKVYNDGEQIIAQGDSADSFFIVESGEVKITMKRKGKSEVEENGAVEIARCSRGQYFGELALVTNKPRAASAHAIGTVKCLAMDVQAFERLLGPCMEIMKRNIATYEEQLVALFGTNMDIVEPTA
SR-BI DiI inh: inhibitors of SR-BI mediated HDL lipid uptake, primary screen, ldlA[mSR-BI] cells, fluorescence, single point | Scavenger receptor class B member 1 (Mus musculus), Q61009 | ldlA[mSR-BI] CHO cells, DiI-HDL uptake fluorescence, 3 h | inhibition, % at 12.5 µM | 320,000 compounds, 0.96% hits | AID 488896, 2010;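 active = mean replicate inhibition of at least 70% and a set share of replicates each scoring 70 or more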;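 also: 0% = median of neutral control wells and 100% = median of positive control wells; values of inactives mirror those of a sister screen read the other way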
Target sequence (Q61009 whole entry, looked up): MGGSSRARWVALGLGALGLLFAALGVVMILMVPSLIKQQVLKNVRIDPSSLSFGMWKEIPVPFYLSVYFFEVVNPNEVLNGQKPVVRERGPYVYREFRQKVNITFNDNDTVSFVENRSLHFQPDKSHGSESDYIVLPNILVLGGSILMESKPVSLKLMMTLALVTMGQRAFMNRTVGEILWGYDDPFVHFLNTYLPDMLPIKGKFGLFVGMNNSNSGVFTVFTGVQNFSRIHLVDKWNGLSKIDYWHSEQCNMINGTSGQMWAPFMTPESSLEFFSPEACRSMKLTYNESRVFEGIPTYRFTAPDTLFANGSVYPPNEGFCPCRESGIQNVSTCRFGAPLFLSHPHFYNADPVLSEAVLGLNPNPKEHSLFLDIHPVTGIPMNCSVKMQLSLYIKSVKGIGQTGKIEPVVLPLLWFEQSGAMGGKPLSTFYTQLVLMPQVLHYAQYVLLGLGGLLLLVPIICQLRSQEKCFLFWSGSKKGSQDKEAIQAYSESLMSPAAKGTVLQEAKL
Keap1-Nrf2 PPI: Keap1-Nrf2 protein-protein interaction inhibitors, primary screen, biochemical, fluorescence polarization, single point | Keap1 Kelch-Nrf2 peptide fluorescence polarization, 1536-well | 340,000 compounds, 0.15% hits | inhibition, % at 9.4 µM; in the data active = inhibition above about 12%;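 also: human Keap1 Kelch domain with fluorescein labeled Nrf2 9mer peptide probe; 0% = neutral control wells and 100% = peptide positive control; higher means more block of Keap1 binding to Nrf2 peptide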
RTF Ca sens inh: cardiac RTF calcium sensitivity inhibitors, primary screen, biochemical, IANBD-TnC fluorescence, EC70 calcium | IANBD-labeled cardiac RTF, Ca2+ fluorescence | inhibition, % at 7.15 µM | 340,000 compounds, 0.12% hits;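 active = inhibition above the mean inhibition of all tested compounds plus 3 SD, cut at about 17% in these data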;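 also: assay run at fixed EC70 calcium of 1.6 mM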
DAGLB inh: DAGLB lipase inhibitors, primary screen, biochemical, fluorescence, HTS; 340,000 compounds, 0.059% hits; AID 504411, 2011; inhibition, % at 5.17 µM; Diacylglycerol lipase-beta (Homo sapiens), Q8NCG7; HEK293T DAGLB membrane lysate, EnzChek fluorogenic substrate; in the data active = inhibition above about 34%;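 also: 0% = enzyme with vehicle and 100% = wells lacking enzyme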
C-LANA FP: inhibitors of KSHV C-LANA binding to DNA, primary screen, biochemical, fluorescence polarization, FAM-LBS DNA, MBP-C-LANA, single point; Kaposi's sarcoma herpesvirus LANA C-terminal domain (residues 932-1162) DNA binding; inhibition, % at 9 µM; 340,000 compounds, 0.078% hits;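 active = highest replicate inhibition at or above 60% at 9 µM, even if other replicates fall short; inactive = all replicates below 60% inhibition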;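 also: 0% = neutral control wells and 100% = 4 µM acridine orange control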
Active calls of the source: *; / = not tested or not shown.

item	DAGLB inh	Keap1-Nrf2 PPI	SR-BI uptake up	SR-BI DiI inh	Arrestin-AP2 inh	NSD2 inh	C-LANA FP	PKA-R2B act	RTF Ca sens inh	PvdQ inh	Structure
1	5	0	-1	1	20	/	-4.0	7	-9	-4	O=c1c(-c2ccc(O)cc2)coc2cc(OC3OC(CO)C(O)C(O)C3O)cc(O)c12 (configuration not stated)
2	-8	-4	-2	2	-1	/	-2.3	-1	-4	-1	CCCCNC(=O)c1c(CSc2ccccc2)noc1C(=O)NCc1ccccc1
3	/	2	1	-1	10	-1	-0.7	/	/	-8	CCOC(=O)C1=C(N)n2c(s/c(=C\c3ccncc3)c2=O)=C(C(=O)OCC)C1c1ccncc1 (configuration not stated)
4	-1	1	/	5	37	0	-0.6	-9	0	-13	COc1ccccc1OCCNC(=O)CN(c1cccc(C)c1)S(=O)(=O)c1ccccc1
5	-2	-4	14	-14	10	1	-1.1	-14	-10	-1	O=C1CN(Cc2ccccc2)C(=NCc2ccco2)S1
6	0	-1	-53	53	-14	-1	0.4	-4	-29	-12	CCOC(=O)C1=C(C)C(c2ccc(OC)cc2)NC(=S)N1 (configuration not stated)
7	-1	-5	-61	61	-5	-2	-0.9	-9	-7	-10	N#Cc1c(NC(=O)CSc2ncc(-c3ccccc3)n2CC2CCCO2)sc2c1CCCC2 (configuration not stated)
8	0	6	6	-6	-2	-2	2.1	0	0	-10	O=[N+]([O-])c1cnc2nc(-c3ccncc3)nn2c1O
9	-7	-1	6	-6	5	-1	-1.9	-2	2	-7	COc1ccc(OC)c(NC(=O)COC(=O)/C=C/c2ccc(Cl)cc2)c1
10	-27	0	-37	37	-6	-2	-0.9	-4	4	2	CCc1ccccc1NC(=O)/C(C#N)=C/c1ccc(Sc2ccccc2)o1
11	-2	-2	/	/	20	-7	-1.1	-11	-2	-2	CC(C)c1ccccc1NC(=O)c1ccc2ncsc2c1
12	-2	-2	-41	41	3	0	0.8	3	-8	-9	CC(C)(C)C1CCc2onc(C(=O)Nc3cnn(Cc4ccc(F)cc4)c3)c2C1 (configuration not stated)
13	-1	-7	-3	3	-2	-3	-1.0	3	-6	-10	COc1cc(C(=O)OC(C)C(=O)N2CCc3ccccc3C2)ccc1OCC(=O)N1CCOCC1 (configuration not stated)
14	-1	2	9	-9	0	-2	-0.8	-3	-6	-10	C/C(=N/Nc1ccccc1[N+](=O)[O-])c1ccc([N+](=O)[O-])cc1
15	0	-4	3	-3	5	/	3.2	-6	-9	-3	NC(=O)C1=C[C@@H](c2ccc(Br)cc2)C[C@@H](OCCCCO)O1
16	-3	-3	-52	52	4	0	0.3	1	-8	17	COc1ccc2oc(=N)c(C(=O)Nc3cccc(C)c3C)cc2c1
17	-1	-7	-23	23	5	-1	-2.0	6	5	16	CC(C)(C)C(=O)N1CCN(c2ccnc3cc(Cl)ccc23)CC1
18	2	-2	-16	16	-6	-6	0.0	5	-3	-7	CCCn1cnc2cc(NC(=O)c3ccco3)ccc21
19	-2	-6	3	-3	-17	1	0.6	-7	-2	-9	Cc1cc2nc3c(nc2cc1C)C1(C(=O)N(C)C)CCC3(C)C1(C)C (configuration not stated)
20	-2	-2	/	/	-10	-1	-2.1	1	-8	-10	CC1CN(C(=O)CCN2C(=O)c3ccccc3C2=O)CC(C)O1 (configuration not stated)
21	0	1	-10	10	33	3	0.2	-10	0	-5	CN(C)CCN(C(=O)c1ccc2ccccc2c1)c1nc2cc3c(cc2s1)OCCO3
22	-4	-2	-4	4	-1	-3	1.6	-10	-18	-19	COc1ccccc1OCc1nnc(SCC(=O)N2CCCCC2)o1
23	-2	-1	2	-2	2	6	0.3	-5	-1	-2	O=C(CN1CCN(c2ccccc2O)CC1)Nc1ccnn1C1CCCC1
24	2	-1	-45	45	-4	0	-0.3	1	-4	-18	O=C(N/N=C/c1ccncc1)c1ccc(NC(=O)c2ccc(Cl)cc2)cc1
25	-1	-1	10	-10	47	-7	-5.9	1	-10	7	CCCCN(C(=O)c1cc(=O)[nH]c2ccccc12)c1c(N)n(CCCC)c(=O)[nH]c1=O
26	0	-1	2	-2	6	-1	-0.3	0	1	5	O=C(N/N=C/c1ccc(Cl)cc1Cl)Nc1ccccc1
27	0	3	12	-12	-11	-2	-3.6	6	-10	-14	CN1C(=O)NC(c2cccc([N+](=O)[O-])c2)C2=C1CC(C)(C)CC2=O (configuration not stated)
28	0	-2	5	-5	-6	-4	1.1	6	-6	0	COc1ccc(N2C(=O)CC(N3CCN(S(=O)(=O)c4ccc(Cl)cc4)CC3)C2=O)cc1 (configuration not stated)
29	1	-8	10	-10	4	-3	0.5	-14	2	-21	CN(C(=O)c1ccc(NC(=O)Cc2ccccc2)cc1)c1ccccc1
30	-15	-3	3	-3	6	11	0.4	-10	-1	-4	Cc1cccc(OCC(=O)Nc2ccc3c(c2)OCO3)c1C
31	-5	-3	10	-10	11	1	0.0	-8	-3	-5	CCOc1ccc(C(CC(=O)O)NC(=O)Cc2ccc(Cl)cc2)cc1 (configuration not stated)
32	-3	-1	-10	10	8	-1	0.2	-13	1	9	COc1cc(S(=O)(=O)NCC2CCCO2)c(OC)cc1Cl (configuration not stated)
33	-1	-1	-59	59	-2	-3	-1.2	1	-13	-23	N#Cc1ccc(/C=C\c2nccc3c2[nH]c2ccccc23)cc1
34	0	-1	31	-31	-5	-1	2.3	-4	5	-6	COCc1nnc(NC(=O)CS(=O)(=O)Cc2ccccc2)s1
35	-1	1	15	-15	7	-4	0.1	4	6	-6	CN(CCc1ccccn1)C(=O)c1cccnc1Oc1ccccc1
36	3	8	13	-13	2	2	1.1	4	-3	-9	O=C(CC(C(=O)N1CCc2ccccc21)n1ccnc1)N1CCc2ccccc2C1 (configuration not stated)
37	0	1	19	-19	15	-2	-0.7	-17	-11	-7	CCCCNS(=O)(=O)c1ccc2nc(SCC(=O)Nc3cccc(F)c3)[nH]c2c1
38	-1	-4	13	-13	-1	3	1.9	0	-7	-13	Cc1ccc(NS(=O)(=O)c2c(C(=O)N3CCCCCC3)c(C)n(C)c2C)c(Cl)c1
39	-8	-3	7	-7	7	-3	0.3	0	-2	13	CSc1nsc(SCCN2C(=O)c3ccccc3C2=O)n1
40	-2	3	/	/	26	-1	0.5	-5	-5	8	Cc1cc(C(C)(C)C)cc(S(=O)(=O)NCCc2ccncc2)c1C
41	-4	-4	5	-5	24	25	-0.4	-11	3	-3	C=CCN(C(=O)c1csnn1)C(C(=O)NC1CCCCC1)c1ccc(Cl)cc1 (configuration not stated)
42	3	4	25	-25	5	0	4.4	1	-10	-10	COc1ccc(N=C2C=CC(=O)O2)cc1
43	-3	1	-56	56	-2	/	0.4	1	-1	-4	Cc1cc(/C=N/NC(=O)CC2(C)OCCO2)c(C)n1-c1cc(Cl)cc(Cl)c1
44	-24	-9	6	-6	10	0	2.4	3	2	-44	O=C(CSC1=NCCS1)NC(c1ccccc1)c1ccccc1
45	-1	1	4	-4	8	0	1.1	4	-1	18	O=C(N/N=C/c1ccc(OC(=O)c2ccc3c(c2)OCO3)cc1)c1cncc(Br)c1
46	-2	-2	/	/	-3	2	1.2	-8	-7	-18	O=C(c1ccc(Br)o1)N1CCN(CCOc2ccccc2)CC1
47	1	-3	-17	17	-7	37	-0.1	-7	-2	-12	O=C(Nc1ccc(N2CCOCC2)c2nonc12)C1CCCC1
48	2	-4	-9	9	-1	-2	-1.6	-1	-14	-7	Cc1cccc(NC(=O)COC(=O)c2cccc3c2C(=O)c2ccccc2C3=O)c1C
49	1	0	/	/	10	6	0.5	-1	0	-9	COc1ccccc1NC(=O)Cc1nnc(SCC(=O)Nc2ccc(F)cc2F)n1C
50	-1	-12	35	-35	-4	3	-1.4	10	-7	-12	CC[n+]1c(/C=C/N(C)c2ccccc2)oc2ccccc21
51	0	-3	/	/	-2	2	2.6	-5	3	-13	O=C(CSc1n[nH]c(-c2ccccc2)n1)N1CCOCC1

Excerpt, nos. 43 to 46
item	DAGLB inh	Keap1-Nrf2 PPI	SR-BI uptake up	SR-BI DiI inh	Arrestin-AP2 inh	NSD2 inh	C-LANA FP	PKA-R2B act	RTF Ca sens inh	PvdQ inh	Structure
43	-3	1	-56	56	-2	/	0.4	1	-1	-4	Cc1cc(/C=N/NC(=O)CC2(C)OCCO2)c(C)n1-c1cc(Cl)cc(Cl)c1
44	-24	-9	6	-6	10	0	2.4	3	2	-44	O=C(CSC1=NCCS1)NC(c1ccccc1)c1ccccc1
45	-1	1	4	-4	8	0	1.1	4	-1	18	O=C(N/N=C/c1ccc(OC(=O)c2ccc3c(c2)OCO3)cc1)c1cncc(Br)c1
46	-2	-2	/	/	-3	2	1.2	-8	-7	-18	O=C(c1ccc(Br)o1)N1CCN(CCOc2ccccc2)CC1

Outcome played no part in choosing rows. About 2.1% of those tested had a hit in this group.
